AMA1 RON2 block: inhibitors of Plasmodium falciparum AMA1-RON2 interaction; AlphaScreen AMA1-biotinylated RON2 peptide binding; Potency, µM (titrated, usually from 58.2 µM), for the others: top-dose activity change, negative = inhibition, actives largely listed as inhibitors; 360,000 tested, 0.2% active;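 further: potency means the concentration at half of the fitted maximal effect; 0% = vehicle wells and -100% = peptide control; nearly all actives have a fitted effect of over 45% in size; some results filed as inactive show a strong effect at the top dose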
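AMA1 (3D7) with his tag at 25 nM final met compounds first, then biotinylated RON2 peptide at 25 nM; detection used donor plus acceptor beads, 10 µg/mL apiece, read by AlphaScreen after 30 min at room temperature.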
Sm TGR block: S. mansoni TGR enzyme inhibition. Q962Y6. purified TGR, DTNB reduction, TNB absorbance 405 nm. Potency, µM (series often up to 114 µM), inactives show at the highest dose activity change, negative = inhibition, most hits filed as inhibitors. 360,000 tested, 3% active. AID 485364; further: potency means the concentration at half of the fitted maximal effect; nearly all actives have a fitted effect of over 60% in size
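TGR 20 nM + NADPH 100 uM (dispensed conc.), cpd preinc 15 min RT; start with NADPH (500 uM addition) then DTNB (15 mM addition). Kinetic TNB absorbance, 405 nm filter. Four-parameter Hill fit across titration.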
FBPA Giardia inh: Giardia lamblia aldolase inhibition; purified Giardia FBPA; Potency, µM (series often up to 59.6 µM), without a hit: at the highest dose activity, negative = inhibition, most hits filed as inhibitors; 290,000 tested, 0.71% active; AID 2451; further: potency means the concentration at half of the fitted maximal effect; nearly all actives have a fitted effect of over 55% in size
Target sequence (A8B2U2 whole entry, looked up): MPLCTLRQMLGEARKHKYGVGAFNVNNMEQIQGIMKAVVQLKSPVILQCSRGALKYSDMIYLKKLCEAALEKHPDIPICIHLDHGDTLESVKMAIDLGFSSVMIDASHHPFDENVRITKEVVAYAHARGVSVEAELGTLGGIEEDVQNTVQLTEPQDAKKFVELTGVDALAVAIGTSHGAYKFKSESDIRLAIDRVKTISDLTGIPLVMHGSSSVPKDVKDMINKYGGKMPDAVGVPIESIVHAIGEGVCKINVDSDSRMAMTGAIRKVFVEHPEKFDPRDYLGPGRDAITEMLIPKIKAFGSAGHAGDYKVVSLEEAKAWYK
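Giardia FBPA (40 nM reagent) was preincubated 10 min at RT with compound (up to 57.5 uM final), then substrate plus GAPDH/TPI/NAD/arsenate coupling system with diaphorase/resazurin was added; resorufin fluorescence (525/598 nm) was read after 20 min.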
AmpC no deterg: blocks E. coli AmpC beta-lactamase in detergent-free assay. Potency, µM (highest dose often 57.1 µM), inactives show at the highest dose activity change, negative = inhibition, hits mostly inhibitors. 330,000 tested, 0.52% active. AmpC nitrocefin hydrolysis, absorbance 480 nm, 0.0001% Triton;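 further: potency means the concentration at half of the fitted maximal effect; plate controls were no compound for no effect and no enzyme for full effect; nearly all actives have a fitted effect of over 20% in size; some results filed as inactive show a strong effect at the top dose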
Target sequence (P00811 whole entry, looked up): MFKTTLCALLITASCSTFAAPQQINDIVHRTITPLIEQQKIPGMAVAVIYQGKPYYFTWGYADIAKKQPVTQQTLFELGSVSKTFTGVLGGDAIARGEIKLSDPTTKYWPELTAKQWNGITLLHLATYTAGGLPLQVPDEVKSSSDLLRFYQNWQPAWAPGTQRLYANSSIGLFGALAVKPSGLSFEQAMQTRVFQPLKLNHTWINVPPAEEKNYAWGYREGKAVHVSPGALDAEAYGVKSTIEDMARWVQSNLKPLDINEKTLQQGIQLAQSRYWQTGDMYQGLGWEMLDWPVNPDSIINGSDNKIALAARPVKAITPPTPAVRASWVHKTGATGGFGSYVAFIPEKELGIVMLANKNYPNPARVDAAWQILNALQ
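AmpC (5.3 nM in the dispensed reagent) in 20 mM phosphate pH 7.0 with 0.01% (detergent screen) or 0.0001% Triton X-100 was preincubated with compounds for 15 min at room temperature. Nitrocefin was then added from an 800 uM solution, and hydrolysis was followed at 480 nm.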
AmpC inh detg: blocks E. coli AmpC beta-lactamase in detergent assay; Potency, µM (titrated, usually from 114 µM), for inactives: top-dose activity change, negative = inhibition, usual class: inhibitors; P00811; AmpC hydrolysis of nitrocefin, absorbance 480 nm, 0.01% Triton; 370,000 tested, 0.041% active; AID 485294;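 further: potency means the concentration at half of the fitted maximal effect; 0% = no-compound wells and -100% = no-enzyme wells; nearly all actives have a fitted effect of over 25% in size; some results filed as inactive show a strong effect at the top dose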
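20 mM phosphate pH 7.0 + 0.01% (detergent screen) or 0.0001% Triton X-100; 5.3 nM AmpC reagent; cpd preinc 15 min RT; nitrocefin (800 uM stock) to start; A480 q20 s × 4 min; Activity was normalised to no-enzyme and no-compound control wells.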
HCMV antiviral: blocks human cytomegalovirus replication | HFF cells, HCMV-luciferase reporter, 72 h; stronger effect = lower value | activity change, negative = inhibition, % at 57.5 µM | 410,000 tested, 4.5% active | AID 1259415; in the data active means activity change below about -60%; inconclusive means no clear call, values can overlap the other calls; inactive means above about -39%
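Cell-based, HFFs, 1000 cells/well, 16 h 37C; cpds in DMSO + HCMV-luc, MOI 1 PFU/cell; 72 h 37C; OneGlo luminescence after 5 min RT; norm. to buffer vs Salinomycin 10uM.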
* = called active by the depositor; ? = inconclusive; / = no result given; & = joins results of further samples; [ ] = another dose, or the depositor's remark. Unless noted, the call rests on the fitted dose curve; in most records, active means well fitted curve in the direction sought with a large enough effect; inconclusive means small, poorly fitted or top-dose-only effect, or another doubt; inactive means no such curve, though single readings can be large; an effect the other way counts as inactive or inconclusive. Unless noted, on the % scale 0 is the no-effect control and ±100 the full control effect.

smiles,AmpC inh detg,Sm TGR block,AMA1 RON2 block,FBPA Giardia inh,HCMV antiviral,AmpC no deterg
COc1ccc(NS(=O)(=O)c2cccc3cccnc23)cc1,-10%,0%,2%,-4%,-8,-16%
O=C1c2ccc(Br)cc2C(=O)N1c1ccc(Cc2ccncc2)cc1,-1%,4%[57.1 µM],4%,6%,-39,4%
Cc1ccc(CNC(=O)C2CCCN(S(=O)(=O)c3c(C)[nH]c(=O)[nH]c3=O)C2)cc1 (centres undefined),-15%,-8%,-14%,0%,5,-16%
CCCCN(C(=O)COC(=O)CSc1ccc([N+](=O)[O-])cc1)c1c(N)n(CCC)c(=O)[nH]c1=O,?,-7%,-4%,/,-35,?
COC(=O)c1ccccc1NC(=O)C1=CC(c2cccs2)=NS(=O)(=O)N1C,-9%&27%,-1%&7%,-21%,3%,-13&-13,-22%
O=c1c2cn[nH]c2nc(SCc2cc(=O)n3cc(Br)ccc3n2)n1-c1ccc(Br)cc1,2%,-20%,22%,-1%,-72*,59%
O=C(Nc1cccc(O)c1)C1CC(c2cccc(Br)c2)=NO1 (centres undefined),1%,14%,3%,10%,-1,-23%
O=C1N/C(=N\N=C\c2ccco2)SC1Cc1ccc(F)cc1 (centres undefined),-1%,3%,56%[activator],1%,-13,-26%
Cc1cc(Cl)ccc1NC(=O)c1cccc(NC(=O)N2CCSc3ncccc32)c1,18%,4%,/,/,?,/
CCc1ccc(S(=O)(=O)/N=C2\C=C(Nc3cccc(C(=O)O)c3)C(=O)c3ccccc32)cc1,0%,-23%,?,/,12,-24%
Cc1ccc(NC(=O)c2ccc(N3CCOCC3)c([N+](=O)[O-])c2)cc1S(=O)(=O)N1CCOCC1,-12%,5%,-12%,-4%,-98*,-22%
CCCCC1=CC2=CC(=O)C(C)(OC(=O)CC)C(=O)C2=CN1Cc1ccco1 (centres undefined),3%,0%,-18%,?,/,24%
COc1ccc(NC(=O)COC(=O)COc2ccc(Br)cc2)cc1,5%,-5%,13%,-5%,-6,-16%
O=[N+]([O-])c1ccc(OC/C=C2\Oc3ccc([N+](=O)[O-])cc3C2N2CCOCC2)cc1 (centres undefined),5%,-10%,-18%,-3%,0,24%
Cc1ccc(-c2ccc(=O)n(CC(=O)NC(C)c3ccccc3)n2)cc1 (centres undefined),8%,13%,/,/,-9,/
COc1ccc(OC)c(CN2C(=O)CCC2(C)C(=O)NC2CCCCCC2)c1 (centres undefined),-1%,13%,-7%,0%,-18,50%

Entries of single compounds from above. Screens in order: AmpC inh detg	Sm TGR block	AMA1 RON2 block	FBPA Giardia inh	HCMV antiviral	AmpC no deterg
Listed for Cc1ccc(NC(=O)c2ccc(N3CCOCC3)c([N+](=O)[O-])c2)cc1S(=O)(=O)N1CCOCC1 → -12%	5%	-12%	-4%	-98*	-22%
Listed for Cc1ccc(-c2ccc(=O)n(CC(=O)NC(C)c3ccccc3)n2)cc1 (centres undefined) → 8%	13%	/	/	-9	/

Following part:
smiles,AmpC inh detg,Sm TGR block,AMA1 RON2 block,FBPA Giardia inh,HCMV antiviral,AmpC no deterg
Cc1noc(NS(=O)(=O)c2ccc(N/C=C/C(=O)c3ccccc3)cc2)c1C,?,-17%,-7%,27%,20,-28%
C#Cc1cccc(C(=O)NC2CCCN(C3Cc4ccccc4C3)C2)c1 (centres undefined),-12%,-23%,-4%,-12%,-9,-40%
COC(=O)C1(Cc2ccccc2)NC(c2ccccc2C)C2C(=O)N(c3ccc4c(c3)OCO4)C(=O)C21 (centres undefined),-6%,-17%,0%,-1%,-1,14%
CC(C)(C)C(=O)Nc1ccc(C(=O)NNC(=O)c2ccccc2)cc1,1%,-4%,1%,5%,-14,-19%
CCOC(=O)c1c(NC(=O)CN2CCCc3ccccc32)sc(C)c1C,-8%,-13%,1%,-1%,-36,-41%
Cc1nc(CNS(=O)(=O)c2cc(F)ccc2F)cs1,2%,6%,-7%,5%,14,5%
CNC(=O)CC1C(=O)N(C)C(=S)N1NC(=O)c1ccc(Cl)cc1 (centres undefined),?,5%,-1%,-13%,-13,-12%
C/C(=N/NS(=O)(=O)c1ccc(Cl)cc1)c1cccc(O)c1,?,-30%,-5%,1%,2,-22%
CCc1cc2c(SCC(=O)c3ccc(C)cc3)ncnc2s1,?,-10%,4%,5%,-34,-16%
COc1ccc(NC(=O)CC(C(=O)O)C(C)c2ccccc2)cc1 (centres undefined),-18%,5%,-8%,7%,-13,-16%
O=C1COc2cc(S(=O)(=O)CCC(=O)N3CCCCC3)c(Cl)cc2N1,?,4%,-3%,0%,9,-16%
CCc1ccc(-n2c(=O)c3ccccc3n(CC(=O)NCCc3ccc(OC)c(OC)c3)c2=O)cc1,-1%,-2%,/,/,9,/
O=C(c1sc2ccccc2c1Cl)N1CCN(c2ccc(F)cc2)CC1,-6%,-14%,-24%,-1%,-35,-23%
NC(=S)N/N=C\c1ccccc1OCc1ccccc1,-11%,-5%,32%[activator][11.6 µM],-14%,-26,-39%
CCOc1ccccc1NC(=S)Nc1ncccc1C,-7%,-27%,-4%,-5%,-61*,-29%
CC1CN(C(=O)CCC(=O)NCc2ccccc2)c2cc(Cl)ccc2O1 (centres undefined),3%&-4%,13%&-7%,6%,-3%,6&-25,79%[activator]
CC(C)(C)C(=O)Nc1nnc(SCc2ccc(F)cc2)s1,?,-18%,-7%,1%,3,-25%
O=C(Nc1ccc(F)cc1F)c1ccc(S(=O)(=O)NCc2ccco2)cc1,/,/,-13%,/,0,-28%
Cc1nn(C)c(C)c1S(=O)(=O)N1CCC(C(=O)NCCC2=CCCCC2)CC1,-13%,1%,1%,-2%,?,31%
Cc1c(NC(=O)/C(C#N)=C/c2ccc(-c3ccc(Cl)c(Cl)c3)o2)c(=O)n(-c2ccccc2)n1C,?,-3%,-11%,1%,-13,118%[activator]
CC(=O)Nc1ccc(NC(=O)CSc2nnnn2C2CCCCC2)cc1,0%,-13%,-11%,/,-6,-8%
COC(=O)c1c(NC(=O)c2ccc(Cl)c(Cl)c2)sc2c1CCCC2,18%,-2%,/,/,15,/
CCc1cc2c(cc3c(=O)n(CC(=O)NCCCN4CCCCCC4)nc(CC)n32)s1,3%,?,0%,/,-9,49%
Cc1cccnc1NC(=O)c1ccc(OCC2CCCO2)cc1 (centres undefined),-9%,-6%,88%[activator],/,-17,-8%
Cc1ccc(/C=N/NC(=O)CN(Cc2ccccc2)S(=O)(=O)c2ccc3c(c2)OCCO3)cc1,-12%,-1%,-14%,-2%,-12,-19%
CCN1C(=O)N[C@@H](c2ccccc2)[C@H](C(=O)OC)[C@H]1C,/,/,15%,7%[12.9 µM],-14,/
COc1cc(Cl)c(S(=O)(=O)N2CCN(Cc3ccc4c(c3)OCO4)CC2)cc1Cl,?,-8%,-23%,-7%,3,4%
Cc1cc(C)c2nc(Cl)c(CN(Cc3ccco3)C(=O)Nc3ccccc3C)cc2c1,4%,6%,-5%,0%,-63*,-36%
COc1ccc(C(=O)NCCn2ccc3ccccc32)c(OC)c1,-10%,-8%,7%,-10%,-5,9%
Cc1cc(C)n(CC(C)Nc2nc3nonc3nc2N2CCCCC2)n1 (centres undefined),-1%,-3%,9%,-2%,-31,-7%
CC(C)C(NC(=O)c1ccccc1)C(=O)OCC(=O)N1CCCCC1 (centres undefined),-5%,2%,-1%,/,-7,-38%
O=C(Nc1nc(-c2ccc(F)cc2)cs1)c1cccc(N2C(=O)CCC2=O)c1,-1%,-3%,-11%,-3%,18,48%
NC(=O)Cc1c[nH]c2cccc(O)c12,-6%,?,-23%,?,-8,-10%
C#CCNC(=O)C1=C[C@@H](c2csc3ccccc23)[C@H](CCCO)[C@@H](OCC)O1,4%,-16%,1%,-4%,8,96%[activator]
O=[N+]([O-])c1cccc(-c2nc(-c3ccncc3)no2)c1,-6%,3%,8%,2%,117,-9%
CC1(c2ccc(Cl)cc2)NC(=O)N(CC(=O)N2CCN(S(=O)(=O)c3ccccc3)CC2)C1=O (centres undefined),0%,3%,-21%,/,-19,118%[activator]
COc1ccc(/C=C2/C(=O)N(Cc3ccco3)C(=O)N(C(C)C)C2=O)cc1,-7%,-2%,-4%,9%,-12,-28%
O=C(Nc1ccc(S(=O)(=O)Nc2ncccn2)cc1)c1ccccc1,?,1%,8%,?,-1,-9%
CCOC(=O)c1nn(-c2ccccc2)c(-c2ccccc2)c1C(=O)c1ccccc1,-4%,6%,6%,0%,-20,12%
Cc1[nH]cc(Br)c(=O)c1Oc1ncc(C(F)(F)F)cc1Cl,5%,9%,-12%,7%,24,-17%
Cc1ccc(S(=O)(=O)N2CCN(C(=O)CCC(=O)Nc3ccc(F)cc3F)CC2)cc1,/,/,-2%,/,-27,43%
COc1ccccc1Nc1n[nH]c(=S)s1,1%,1%,34%[activator],-27%,-8,-41%
CC(C)=CCc1c(O)ccc(C(=O)Cc2ccccc2)c1O,?,6%,-2%,-6%,?,-60%
O=S(=O)(NCc1nc(-c2ccccc2)no1)c1ccc(F)cc1,-3%,2%,16%,/,-1,-26%
Cc1ccc(C(=O)OCCn2cc(C#N)c(=O)[nH]c2=O)cc1,8%,3%,45%[activator],2%,?,-11%
CCCCN(CC)CCCNC(=O)CS(=O)(=O)Cc1nc(-c2cccc(OC)c2)oc1C,-6%,-8%,-4%,7%,30,115%[activator]
COc1ccc(OCCC(=O)Nc2cc(C)on2)cc1,2%,40µM*,-8%,0%,26,-5%
CC(=O)Nc1nc2c(s1)C(=O)NCC(C)(C)C2,4%,6%,4%,3%,-6,-17%
COc1ccccc1NC(=O)Cn1c(=O)n(-c2cccc(C(C)=O)c2)c(=O)c2c3c(sc21)CN(C(C)=O)CC3,24%,8%,/,/,6,/
O=C(Nc1ccc(S(=O)(=O)Nc2ncccn2)cc1)c1ccco1,1%,-15%,1%,-7%,20,-3%
CCn1cnc2sc(C(=O)N3CCN(c4ccc(OC)cc4)CC3)c(C)c2c1=O,1%,-1%,-5%,-3%,-20,57%
CNC(=S)NCCC(c1ccccc1)c1ccccc1,-15%,-2%,-1%,6%,-35,-5%
O=S(=O)(CCc1nc2ccccc2o1)c1ccc(Cl)cc1,-3%,-1%,0%,0%,-6,-17%
COc1ccc(N(Cc2cc3ccccc3[nH]c2=O)C(=O)C2CCCO2)cc1 (centres undefined),8%,-3%,4%,1%,-65*,13%
COc1cc(OC)cc(-n2nnnc2SCC(=O)N2CCCc3ccccc32)c1,-1%,9%,10%,3%,-9,-9%
CCC(C)[C@H](NC(=O)NCc1ccccc1Cl)C(=O)O (some centres undefined),?,3%,2%,2%,22,-21%
